# Bioassay records (PubChem BioAssay)
# All columns: NCI-60 one-dose screen, growth in % after 48 h at 10 µM unless noted; 100 = growth as untreated, 0 = no growth, -100 = all killed.
# HCC-2998: HCC-2998 colon cancer; 79,000 compounds, 4.7% hits
# KM12: KM12 colon cancer cells. 82,000 compounds, 5% hits. AID 1794800
# SF-268: SF-268 CNS cancer cells. 82,000 compounds, 3.1% hits
# HT29: HT29 colon cancer; 81,000 compounds, 7.4% hits; AID 1794748
# SNB-19: SNB-19 CNS cancer cells. AID 1794751. 81,000 compounds, 2.5% hits
# HCT-116: HCT-116 colon cancer; 82,000 compounds, 7.3% hits
# SNB-75: SNB-75 CNS cancer; 79,000 compounds, 5% hits
# HCT-15: HCT-15 colon cancer. 82,000 compounds, 5.2% hits. AID 1794746
# SW-620: SW-620 colon cancer | 82,000 compounds, 5.2% hits | AID 1794795
# * marks the source's active call; other numbers are inactive results; / = not tested or not shown; & = joins results of further samples. Rule for the calls: active = growth percent below 10; inactive = the rest.
SMILES,HCC-2998,KM12,SF-268,HT29,SNB-19,HCT-116,SNB-75,HCT-15,SW-620
CN(C)N=Nc1nn(C(=O)Nc2ccc(Cc3ccccc3)cc2)c2cc(Cl)ccc12,113.6,100.3,107.6,95.2,109.8,100.3,74.2,101.6,110.4
CCCC(=O)Oc1cc(C)ccc1C(C)(C)C,100.0,105.9,97.1,113.1,109.3,89.4,109.0,107.5,110.0
O=C(c1ccccc1)c1ccc(O)cc1O,107.3,114.8,116.3,113.6,95.4,96.6,95.1,91.8,103.9
CCOC(=O)C(CCC(OCC)OCC)C(C)=O (stereo not drawn),103.1,97.3,100.0,103.5,112.1,102.6,105.7,114.9,98.8
O=C(NOCCO)c1cc(CN2OCCCC2=O)c(F)c(F)c1Nc1ccc(I)cc1F,-18.6*,26.6,67.5,8.1*,51.8,13.9,71.5,50.6,24.1
CC(CCCCCCCCC(=O)O)c1ccccc1 (stereo not drawn),101.8,100.5,102.4,101.9,105.1,102.8,99.7,105.7,107.2
N#Cc1c(N2CCOCC2)nc2n(c1=O)-c1ccccc1Sc1ccccc1-2,101.0,108.0,101.1,112.0,96.1,94.8,58.8,99.6,104.3
N#C/C(=C\c1cccc(Br)c1)c1nc(N)nc(Nc2ccc(S(N)(=O)=O)cc2)n1,101.8,101.9,101.9,104.0,92.3,95.7,86.7,101.0,99.5
NC(=O)/N=C(\CCc1nc2ccccc2[nH]1)c1nc2ccccc2[nH]1,110.5,110.9,110.7,/,110.6,101.6,87.0,98.6,106.5
FC(F)(F)c1cccc(N(c2nc(Cl)nc(Cl)n2)c2nc(Cl)nc(Cl)n2)c1,98.1,103.3,104.7,96.0,99.4,99.6,87.7,100.4,105.8
Cc1nc2ccccc2c(/C=C/c2ccc(F)cc2)c1C(=O)/C=C/c1ccccc1,22.0,11.9,37.9,3.3*,38.2,-69.9*,12.1,-4.2*,-2.0*
O=C1c2c(c3c4ccccc4[nH]c3c3ccc4ccccc4c23)C(=O)N1CCN1CCOCC1,80.0,36.4,56.8,35.6,56.0,23.4,63.7,20.6,36.1
CCOc1cccc(-c2nc(N)nc(Nc3ccccc3SSc3ccccc3Nc3nc(N)nc(-c4cccc(OCC)c4)n3)n2)c1,97.8,40.6,25.1,109.9,55.1,57.2,90.5,18.5,76.4
Cn1c(=O)[nH]c2c(c(C(=O)O)nn2C)c1=O,103.2,118.3,122.0,101.9,110.0,114.0,85.4,102.4,106.9
CC[C@H](CC[C@@H](C)C1CC[C@H]2[C@@H]3CC=C4C[C@@H](OP(=O)(N5CC5)N5CC5)CC[C@]4(C)[C@H]3CC[C@]12C)C(C)C (stereo partly drawn),111.9,117.9,107.5,109.1,122.6,108.9,99.7,102.9,115.0
CC(C)CCCCCCCCCCCSCNc1ccc(S(=O)(=O)c2ccc(NCSCCCCCCCCCCCC(C)C)cc2)cc1,101.2,98.1,102.3,104.8,105.6,85.5,84.9,105.1,111.4
O=c1cc2c(=O)oc3cc(O)c(O)oc3c2c(O)c1O,79.0,107.1,102.1,103.1,105.7,92.2,94.6,105.3,105.1
O=C(O)c1ccccc1C(=O)Nc1ccc([N+](=O)[O-])cc1,100.5,95.7,98.7,99.0,111.9,99.9,94.0,96.8,114.3
CC(C)c1ccc(/C=N\NC(=O)CCCCC(=O)N/N=C\c2ccc(C(C)C)cc2)cc1,108.0,112.5,83.9,90.8,76.9,88.9,88.2,101.5,94.1
C(=N\N=C\c1c[nH]c2ccccc12)/c1c[nH]c2ccccc12,100.6&109.4,94.7&100.0,87.1,99.9&104.4,96.5&112.7,95.9&109.9,76.9&92.2,101.5&96.9,105.8&120.7
NC(N)=N/N=C(/c1ccccc1)c1ccc(F)cc1,-43.7*,-7.8*,14.2,-1.2*,26.8,2.7*,18.0,10.3,28.8
Nc1c(C(=O)NCc2ccccc2)sc2nc3c(cc12)C(=O)CCC3,107.6,106.5,112.1,116.6,117.7,108.9,113.1,105.3,105.6
CCCCCCCCCCCCCCCCCC(=O)Nc1ccc(OC)cc1,121.6,100.6,108.2,104.2,96.2,102.0,144.3,99.1,103.2
C=CC(=O)NCCCCCCNC(=O)C=C,100.3,102.6,104.4,100.2,107.5,100.0,85.6,97.0,111.7
COc1ccc(-c2csc(N/N=C/c3cn(-c4ccc(C(=O)O)cc4)nc3-c3ccc(C(=O)O)cc3)n2)cc1,102.1,99.5,99.7,104.7,105.4,97.7,91.9,109.1,101.8
COc1cc(/C=C2\SC(=S)NC2=O)ccc1OCCOc1ccc(/C=C2\SC(=S)NC2=O)cc1OC,102.4,106.1,102.0,127.5,101.6,103.9,104.4,117.1,102.9
Cc1ccc(Sc2ccccc2N)cc1,131.5,102.1,98.1,26.1,95.6,55.8,121.8,21.2,58.3
CCOC(=O)[C@]1(C)C(=O)N2c3cc(O[Si](C(C)C)(C(C)C)C(C)C)cc4c3[C@H](C(C)=C[C@@]2(CC)C1=O)[C@@H](C)C4=O,100.4,103.4,90.3,93.8,96.1,76.5,85.1,99.3,101.7
CCOC(=O)C1=C(C(=O)c2ccc(OC)cc2)C(c2ccc([N+](=O)[O-])cc2)C(C(=O)c2ccc(OC)cc2)=C(C(=O)OCC)N1,88.9,80.7,95.0,69.2,/,53.6,86.2,55.3,81.3
Cc1cc(O)c([N+](=O)[O-])c(C)c1[N+](=O)[O-],102.4,101.0,105.0,98.1,99.3,85.0,96.6,106.4,100.3
COc1cc(CNC(=O)CCCC/C=C/C(C)C)ccc1OCc1nnc(Nc2ccc(Cl)cc2)o1,102.8,98.4,98.2,99.8,96.5,95.5,81.6,103.3,103.8
c1ccc(CSc2ncnc3nc[nH]c23)nc1,125.3,105.6,108.7,111.7,/,93.1,97.2,103.2,112.6
O=C1Nc2ccc(S(=O)(=O)O)cc2C1=O,114.7&113.6,110.9&112.0,105.7&112.5,104.7&104.1,102.1&114.5,120.6&113.8,81.5&139.7,110.9&114.6,100.8&110.5
O=S(=O)(NCCCNc1nccc(-c2c(-c3ccc(F)cc3)nc3sccn23)n1)c1ccccc1,92.4,69.8,84.5,30.3,101.7,49.0,70.8,48.2,84.6
CCCCC/C(=C\c1ccccc1)C1OC(C)C(C)O1 (stereo not drawn),102.5,98.8,95.3,81.3,98.6,81.7,92.2,108.8,102.6
Cc1nc2sc(C(=O)Nc3ccccc3)c(N)c2cc1C(=O)c1ccc(C(F)(F)F)cc1,104.2,108.4,101.0,102.9,96.3,76.8,17.4,103.4,99.5
Cc1ccc(C(=O)/C=C/c2cn(Cc3ccc(Cl)cc3)c3ccccc23)cc1,92.8,74.3,93.4,97.4,99.2,103.3,104.8,81.0,95.3
N#Cc1ccc(/C=N/N=C(N)N)cc1,105.4,113.9,/,103.0,96.2,103.0,92.8,101.7,104.7
CCCCCC(=O)Oc1ccc(/C(CC)=C(/c2ccccc2)c2ccc(OCCN(CC)CC)cc2)cc1,97.5,72.8,97.2,18.0,100.6,80.0,75.0,56.4,91.0
O=[N+]([O-])c1ccc(NS(=O)(=O)c2ccc(Br)cc2)cc1,82.4,82.7,88.9,98.1,69.2,77.7,83.0,87.6,90.6
CCN(CC)CCCC(C)Nc1c(C)cnc2cc(OC)ccc12 (stereo not drawn),98.1,104.2,95.1,101.6,108.2,101.0,81.2,114.4,79.4
CCN(CC)CCC(C#N)c1ccccc1 (stereo not drawn),101.5,101.3,94.3,96.9,104.4,104.4,83.9,104.4,107.3
CCc1[nH]nc(-c2n[nH]c(CC)c2C)c1C,107.6,106.9,106.0,112.0,/,95.0,105.6,106.2,100.7
CCOC(=O)C(CCC(=O)OC)(CCC(=O)OC)C(=O)OCC,98.9,102.3,112.9,110.9,109.5,111.3,96.7,106.6,99.9
CC1(C2CC2)NC(=O)NC1=O (stereo not drawn),102.0,112.8,104.5,101.1,112.8,99.8,88.4,125.8,113.7
O=C(NCCNc1nccc(Nc2ccc(S(=O)(=O)Nc3ccccn3)cc2)n1)c1cccc([N+](=O)[O-])c1,109.0,99.0,104.0,90.6,111.7,90.4,93.5,104.7,102.4
NC(=O)c1ccccc1O,107.5,99.7&102.9,93.6&109.7,107.0&105.1,102.9&100.7,98.9&96.0,107.3&102.2,96.0&89.4,97.1&98.0
O=C1/C(=C/c2ccc(O)cc2)COc2ccc(-c3ccccc3)cc21,82.0,19.4,69.1,27.1,109.2,32.1,90.4,48.1,76.4
C/C1=C\CC[C@@]2(C)O[C@H]2[C@H]2OC(=O)[C@@H](C)[C@@H]2CC1,101.8,103.5,96.1,109.2,97.6,100.2,88.4,99.3,98.4
Cc1cccc(C)c1N1C(c2ccccc2)=NNC12C=CC(=O)C=C2Cl (stereo not drawn),106.6,104.6,101.6,113.8,96.2,86.2,98.4,97.6,111.7
Cc1cccc(-n2nnc(CC(=S)N3CCOCC3)c2C)c1,107.8,105.9,98.9,103.7,101.4,112.2,104.6,105.6,100.2
Cn1cc(-c2nnc(-c3cn(C)c4ncc(Br)cc34)s2)c2cc(Br)ccc21,103.2,94.6,90.9,100.1,94.9,96.4,64.3,98.4,96.4
COc1cc(/C=C/C(=O)c2cccc(-n3cc(-c4ccc(Cl)cc4)[nH]c3=O)c2)ccc1O,66.8,6.8*,71.7,27.0,94.9,21.5,50.3,37.8,16.0
CCCCS(=O)(=O)OCC1CCC(=O)N1 (stereo not drawn),111.6,106.2,101.6,106.1,101.1,106.2,86.7,103.2,109.6
COc1ccccc1-c1ccc(N2CCCC2)nn1,102.4,97.9,107.0,108.9,103.4,106.2,112.8,107.8,104.9
O=C1Nc2ccc(Br)cc2C1=Nc1ccccc1,106.1,99.8,89.3,96.1,88.8,98.3,97.0,84.4,87.8
CC(=O)[C@@H]1CCC[C@H]1C,102.2,106.5,106.3,97.8,100.6,103.5,95.6,97.8,96.5
O=C1Nc2c(ccc(Cl)c2Cl)/C1=C/c1ccc(F)cc1,58.1,85.2,88.8,91.0,73.5,84.4,76.1,80.6,96.4
COc1ccc(/C=C/c2nc(Oc3ccc(C(=O)/C=C/N(C)C)cc3)c3ccccc3n2)cc1,73.0,49.4,81.6,77.7,90.4,83.6,92.3,41.3,63.5
O=C1Nc2ccc(F)cc2/C1=C/c1cccc(OCc2ccccn2)c1,74.1,15.4,23.4,26.2,52.3,1.7*,115.7,10.5,-0.3*

# (continued)
SMILES,HCC-2998,KM12,SF-268,HT29,SNB-19,HCT-116,SNB-75,HCT-15,SW-620
O=C(c1c[nH]c2ccccc12)C(O)C(c1ccccc1)N1CCN(c2ccccc2)CC1 (stereo not drawn),104.8,99.6,88.1,81.6,79.9,73.4,79.0,83.1,95.1
O/N=C1\C2CC=C(c3ccccc3)C1CCC2 (stereo not drawn),104.7,99.5,99.7,96.0,97.3,100.9,95.0,107.5,100.3
CC(=C(C#N)C#N)c1ccccc1,103.9,111.9,106.4,104.6,101.4,95.1,98.7,100.1,107.5
COc1ccc(S(=O)(=O)c2ccc(OC)cc2)cc1,96.9,100.6,97.4,107.4,106.4,88.8,97.0,97.9,94.3
Cc1nnc2n1N=C(c1ccc(Br)cc1)CS2,103.5,104.8,97.0,99.9,91.8,103.6,96.3,95.6,99.3
COc1ccc(N2C(=O)CCC2C(=O)Nc2ccccc2OC)cc1 (stereo not drawn),105.8,79.5,100.2,103.0,97.4,96.5,83.4,84.6,89.8
CCN(CC)CCOCC(=O)Nc1c(C)cccc1Cl,100.1,100.5,106.7,102.8,97.9,99.9,94.0,98.6,103.0
COc1cc(/C=C2\S/C(=N/c3nc(C)c(C(C)=O)s3)NC2=O)ccc1O,92.1,85.8,93.4,90.4,98.4,96.8,90.2,87.3,103.5
CC(C)(C)SCC(=O)O,107.8,105.8,104.4,100.7,98.8,96.4,105.8,103.0,106.4
C(=C(\C1=NCCN1)n1cnc2ccccc21)/c1ccccc1,103.7,101.6,94.9,106.3,103.1,98.1,95.0,94.0,103.6
C#CCOc1ccc(/C=N/Nc2nc(-c3ccc(C)cc3)cs2)cc1,103.9,99.9,103.5,111.1,101.8,96.4,124.3,91.9,95.8
O=C(COC(=O)c1cc2ccccc2cc1O)Nc1ccc2c(c1)OCO2,112.8,100.5,126.3,113.0,103.5,107.9,96.9,113.2,99.7

# Grouped by structure, those above with an NH in an aromatic ring.
SMILES,HCC-2998,KM12,SF-268,HT29,SNB-19,HCT-116,SNB-75,HCT-15,SW-620
NC(=O)/N=C(\CCc1nc2ccccc2[nH]1)c1nc2ccccc2[nH]1,110.5,110.9,110.7,/,110.6,101.6,87.0,98.6,106.5
O=C1c2c(c3c4ccccc4[nH]c3c3ccc4ccccc4c23)C(=O)N1CCN1CCOCC1,80.0,36.4,56.8,35.6,56.0,23.4,63.7,20.6,36.1
Cn1c(=O)[nH]c2c(c(C(=O)O)nn2C)c1=O,103.2,118.3,122.0,101.9,110.0,114.0,85.4,102.4,106.9
C(=N\N=C\c1c[nH]c2ccccc12)/c1c[nH]c2ccccc12,100.6&109.4,94.7&100.0,87.1,99.9&104.4,96.5&112.7,95.9&109.9,76.9&92.2,101.5&96.9,105.8&120.7
c1ccc(CSc2ncnc3nc[nH]c23)nc1,125.3,105.6,108.7,111.7,/,93.1,97.2,103.2,112.6
CCc1[nH]nc(-c2n[nH]c(CC)c2C)c1C,107.6,106.9,106.0,112.0,/,95.0,105.6,106.2,100.7
COc1cc(/C=C/C(=O)c2cccc(-n3cc(-c4ccc(Cl)cc4)[nH]c3=O)c2)ccc1O,66.8,6.8*,71.7,27.0,94.9,21.5,50.3,37.8,16.0
O=C(c1c[nH]c2ccccc12)C(O)C(c1ccccc1)N1CCN(c2ccccc2)CC1 (stereo not drawn),104.8,99.6,88.1,81.6,79.9,73.4,79.0,83.1,95.1
